# L3MBTL1 block = qHTS Assay for the Inhibitors of L3MBTL1; Lethal(3)malignant brain tumor-like protein 1 (Homo sapiens), Q9Y468; AlphaScreen L3MBTL1–H3K9me1 peptide binding; Potency, µM (titrated, usually from 57.1 µM), without a hit: at the highest dose activity, negative = inhibition, usual class: inhibitors; hit rate 0.66% among 230,000; AID 485360, 2010; active means well fitted inhibition curve with a large enough effect; inconclusive means small, poorly fitted or top-dose-only effect; inactive means no such curve, though single readings can be large or run the other way; further: nearly all actives have a fitted effect of over 60% in size
# Target sequence (Q9Y468 whole entry, looked up): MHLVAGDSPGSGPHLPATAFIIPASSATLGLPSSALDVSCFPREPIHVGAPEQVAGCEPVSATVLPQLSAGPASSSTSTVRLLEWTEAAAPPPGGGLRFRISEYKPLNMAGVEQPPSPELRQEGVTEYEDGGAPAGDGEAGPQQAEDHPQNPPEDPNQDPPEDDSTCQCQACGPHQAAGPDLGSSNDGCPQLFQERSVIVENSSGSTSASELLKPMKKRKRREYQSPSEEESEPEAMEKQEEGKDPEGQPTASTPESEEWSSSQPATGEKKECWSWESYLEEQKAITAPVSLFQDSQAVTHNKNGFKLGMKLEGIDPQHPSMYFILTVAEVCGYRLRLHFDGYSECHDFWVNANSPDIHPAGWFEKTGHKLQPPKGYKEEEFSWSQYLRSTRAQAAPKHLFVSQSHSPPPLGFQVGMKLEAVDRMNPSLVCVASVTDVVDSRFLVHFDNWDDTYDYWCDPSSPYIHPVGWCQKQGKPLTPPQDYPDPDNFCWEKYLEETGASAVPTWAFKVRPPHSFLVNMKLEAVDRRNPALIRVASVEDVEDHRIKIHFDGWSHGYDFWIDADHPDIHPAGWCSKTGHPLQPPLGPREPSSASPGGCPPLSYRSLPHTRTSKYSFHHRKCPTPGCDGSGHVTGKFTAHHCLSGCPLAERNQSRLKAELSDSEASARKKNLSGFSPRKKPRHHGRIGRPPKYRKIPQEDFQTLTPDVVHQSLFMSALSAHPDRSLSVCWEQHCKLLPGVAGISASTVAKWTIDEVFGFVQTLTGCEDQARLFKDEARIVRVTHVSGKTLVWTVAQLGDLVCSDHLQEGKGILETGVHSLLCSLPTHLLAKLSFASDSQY
#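 Displacement of a biotinylated histone H3(1-15) peptide monomethylated at Lys9 (75 nM) from L3MBTL1 (50 nM) was measured by AlphaScreen after a 30 min room-temperature compound incubation; cefsulodin titration served as intraplate control.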
# * marks the source's active call; other numbers are inactive results; ? = inconclusive; [ ] = another dose, or the depositor's remark. On the % scale 0 is the no-effect control and ±100 the full control effect; potency means the concentration at half of the fitted maximal effect.
SMILES,L3MBTL1 block
O=C(CCc1ccccc1)NCC(c1ccco1)N1CCc2ccccc21 (configuration not stated),-5%
Cc1ccc(CSc2nnc(-c3cccc4ccccc34)o2)cc1,5%
C[C@H]1CN([C@@H](C)CO)C(=O)c2cccc(NC(=O)C3CC3)c2O[C@H]1CN(C)Cc1ccc(C(F)(F)F)cc1,6%
CCCCCCSc1ccc([C@@H]2[C@@H]3C(=O)N(C)C(=O)[C@@H]3[C@]3(C(=O)OC)CCCCN23)cc1,2%
CC(NC(=O)COC(=O)c1ccc(OCC2CCCO2)cc1)c1ccccc1Cl (configuration not stated),-2%
CCOc1cc(C(=O)N(CC)CC(=O)Nc2c(F)cccc2F)ccc1OCC(=O)N1CCCCC1,1%
O=C(C[C@H]1C/C=C\CC[C@@H](Cc2ccc(F)cc2)C(=O)OC[C@H]2CCCN2C1=O)N[C@@H](CO)Cc1ccccc1,-4%
Cc1c(Cl)cccc1NC(=O)CN(C1CCCCC1)S(C)(=O)=O,-3%
O=C(NCCc1ccccc1C(F)(F)F)C1CCC(=O)N(CCCN2CCCC2=O)C1 (configuration not stated),5%
O=C1NC(c2ccccc2)=CC(c2ccccc2O)N1 (configuration not stated),4%
O=C(CSc1nccc(=O)[nH]1)Nc1ccc2ccccc2c1,-2%
CC(=O)Nc1ccc(S(=O)(=O)N(C)CC(=O)Nc2ccc(F)c(F)c2F)cc1,-1%
Cc1cc(-c2ccccc2)c2c(=O)n(-c3ccccc3)[nH]c2n1,?
CNC(=O)c1ccc(NC(=O)c2cc(S(=O)(=O)N3CCOCC3)ccc2N2CCCC2)cc1,-1%
O=C(CCC(=O)N1CCOc2ccccc21)NC1CCCCCC1,-1%
CC[C@]1(C(=O)OC)[C@H]2C(=O)N(Cc3ccccc3)C(=O)[C@H]2[C@H]2CN=C(SCC(=O)c3ccccc3)N21,-6%
Cc1ccc(NC(=O)CN(C)C(=O)CCSc2ccc(F)cc2)cc1,2%
O=C(O)c1cc2[nH]c3c(c2cc1Cl)CCCC3,2%[2.29 µM]
Cc1noc(NS(=O)(=O)c2ccc(NC(=O)c3ccccc3NS(=O)(=O)c3ccc(F)cc3)cc2)c1C,3%
COc1cccc(NC(=O)CCC(=O)N2CC(C)Oc3ccc(C)cc32)c1 (configuration not stated),?
O=C(Nc1ccccc1Cl)c1ccc2nc(N3CCOCC3)sc2c1,5%
Cc1c(Cl)cccc1NC(=O)COC(=O)Cn1cnc2c1c(=O)n(C)c(=O)n2C,33%[activator]
COc1ccc(-c2c(-c3cc(OC)cc(OC)c3)n(C)c3ccc(-c4ccn[nH]4)cc23)cc1,?
COc1cc(NC(=O)CN2C(=O)C(=O)N(CC(C)C)C2=O)cc(OC)c1,-2%
O=C(CNC(=O)c1ccccc1Br)NNC(=O)c1cccs1,-13%
COc1ccc(CC(=O)N2CCN(c3ccccc3)CC2)cc1OC,9%
O=C(NCc1ccco1)c1cc(S(=O)(=O)NC2CC2)ccc1Br,-7%
O=C(COC(=O)C1CC1)Nc1ccc([N+](=O)[O-])cc1C(F)(F)F,-1%
O=C(c1ccco1)N1CCN(S(=O)(=O)c2c(Cl)cccc2Cl)CC1,-4%
CC1CCCC(NC(=O)COC(=O)[C@@H](NC(=O)c2ccccc2Cl)C(C)C)C1C (some centres not stated),1%

# Shown with each value named: four of the compounds above.
COc1ccc(CC(=O)N2CCN(c3ccccc3)CC2)cc1OC
- L3MBTL1 block: 9%

O=C(NCc1ccco1)c1cc(S(=O)(=O)NC2CC2)ccc1Br
- L3MBTL1 block: -7%

O=C(COC(=O)C1CC1)Nc1ccc([N+](=O)[O-])cc1C(F)(F)F
- L3MBTL1 block: -1%

O=C(c1ccco1)N1CCN(S(=O)(=O)c2c(Cl)cccc2Cl)CC1
- L3MBTL1 block: -4%

# Further compounds
SMILES,L3MBTL1 block
O=C1CCc2cc(NS(=O)(=O)c3ccc(Cl)cc3)cc3c2N1CC3,1%
COCCNC(=O)c1cccc(OC2CCN(Cc3ccc(F)c(OC)c3)CC2)c1,-2%
O=C(CN1CCN(C(=O)CN2C(=O)NC3(CCCC3)C2=O)CC1)Nc1cccc(F)c1,-4%
Cc1cc(NC(=O)c2ccccc2)cc(NC(=O)c2ccccc2)c1C,0%
CCCc1cc(=O)[nH]c(SCC(=O)NCC2COc3ccccc3O2)n1 (configuration not stated),3%
Cc1onc(-c2ccccc2Cl)c1C(=O)OCC(=O)N1CCCCC1,1%
Cc1cc(C)n(S(=O)(=O)c2ccc(Cl)cc2)n1,9%
Nn1c(SCC(=O)NCC2CCCO2)nnc1-c1ccc(OC(F)F)cc1 (configuration not stated),6%
COc1ccc([C@@H]2CC=C(C(=O)O)[C@H](c3ccc(C)cc3)N2S(=O)(=O)c2ccccc2C)cc1,2%
Cc1ccccc1N1CCN(CC(=O)Nc2nc(C)c(C(=O)N(C)C)s2)CC1,-7%
Cc1cccc(C)c1N(CC(=O)N(C)Cc1ccccc1)S(C)(=O)=O,5%[2.29 µM]
CC1=C(C(=O)OC2CCCCC2)C(c2ccc(N(C)C)cc2)NC(=O)N1 (configuration not stated),-2%
Cc1ccc2c(CC(=O)NCC3(N4CCOCC4)CCCCC3)coc2c1C,-2%
CCOc1ccc(NC(=O)C2CC(=O)N(c3ccc4c(c3)OCCO4)C2)cc1OCC (configuration not stated),-1%
COc1ccc(S(=O)(=O)N2CCN(CC(=O)N3c4ccccc4CC3C)CC2)cc1OC (configuration not stated),-3%

# Part of the list above, bar-delimited:
SMILES | L3MBTL1 block
O=C(CSc1nccc(=O)[nH]1)Nc1ccc2ccccc2c1 | -2%
Cc1cccc(C)c1N(CC(=O)N(C)Cc1ccccc1)S(C)(=O)=O | 5%[2.29 µM]

# Remaining list, next part
SMILES,L3MBTL1 block
Cc1csc(NC(=O)CSc2nc(=O)n(CCCN(C)C)c3c2CCC3)n1,5%
O=C(CNC(=O)c1cc(Cl)cc([N+](=O)[O-])c1)NC1CC1,6%
CC(Sc1nnc(N)s1)C(=O)NC1CCCCC1C (configuration not stated),3%
COc1ccc(N2CCN(c3ccc4nnc(CCC(=O)Nc5ccc(C)cc5)n4n3)CC2)cc1,3%
COc1cc(/C=C/C(=O)O)ccc1OS(=O)(=O)c1c(C)cc(C)cc1C,-1%
Cc1nn(-c2ccccc2)c(C)c1NC(=O)COC(=O)CC(C)c1ccccc1 (configuration not stated),8%
COc1ccc(OC)c(CN2CCN(C(=O)[C@@H](NC(=O)c3cccc(C)c3)C(C)C)CC2)c1,-8%
CCOc1ccccc1N1CCN(C(=O)c2cc(S(=O)(=O)N(C)C)ccc2N2CCCC2)CC1,-3%
O=C(NCCCN1CCCC1=O)C1CCN(S(=O)(=O)c2cc(C(F)(F)F)ccc2Cl)CC1,6%
Cn1c(N)c(C(=O)COC(=O)c2cc(S(=O)(=O)N3CCOCC3)ccc2F)c(=O)n(C)c1=O,9%
CCn1cc(CN2CCN(Cc3ccccc3)C(CCO)C2)c2ccccc21 (configuration not stated),2%
COCCn1c(SCC(=O)NNC(=O)c2cc(Cl)ccc2OC)nnc1-c1ccncc1,4%
Cc1cccc(NC(=O)c2nc[nH]c2C(=O)NCc2ccccc2)c1,-9%
CCc1ccc2c(CN3CCN(S(=O)(=O)c4ccccc4F)CC3)cc(=O)oc2c1,1%
COc1ccc(C#Cc2c(C=O)n(C)c3ccccc23)cc1,255%[activator]
COc1cccc(CC(CC(=O)O)C(=O)Nc2cc(C)ccc2C)c1 (configuration not stated),-2%
COc1cc(/C=C2\Oc3ccc(C#Cc4ccc(O)cc4)cc3C2=O)cc(OC)c1,-9%
COc1cc(C(=O)N(C)CC(=O)Nc2cccc(F)c2)ccc1OCc1ccccc1,-2%
CN(CC(=O)Nc1ccc(F)c(F)c1F)C(=O)C1CCCCC1,-3%
CCc1ccc2nc(NC(=O)C3CCN(c4ncnc5sc(C)c(C)c45)CC3)sc2c1,1%
COc1ccc(/C=C/C(=O)N(C)CC(=O)Nc2cccc(F)c2)cc1S(=O)(=O)N1CCCCC1,2%
O=C(COc1ccc(Br)cc1F)NC1CC1,-4%
Cc1ccc(C)c(OCCC(=O)OCC(=O)Nc2ccc(N3CCOCC3)cc2)c1,-13%
Oc1ccc(Cl)cc1CNCc1ccc(F)c(F)c1,13%
CC1(C)CC(=O)C=C(Nc2ccc(Cl)c(Br)c2)C1,-2%
O=C(COC(=O)CSc1ccccc1)Nc1ccc(F)cc1F,5%
COc1ccccc1C(=O)NC(CCSC)C(=O)N1CCN(C/C=C/c2ccccc2)CC1 (configuration not stated),?
CN(Cc1ccccc1)C(=O)CCC1CCN(S(C)(=O)=O)CC1,9%
O=C(Nc1ccc(Br)cn1)c1ccc(COc2c(F)c(F)cc(F)c2F)o1,4%
Cc1ccc(S(=O)(=O)Nc2ccccc2F)cc1C(=O)NNC(=O)c1csc(N2CCOCC2)n1,-2%
CCN(C[C@H]1N[C@@](Cc2ccccc2)(C(=O)OC)[C@H]2C(=O)N(C)C(=O)[C@@H]12)C(C)=O,40%[activator]
CCC(NC(=O)CC[C@H]1O[C@@H](n2cc(C)c(=O)[nH]c2=O)C[C@@H]1O)c1ccccc1 (some centres not stated),7%
COc1cc(Cl)c(S(=O)(=O)NCCCn2ccnc2)cc1Cl,-4%
COc1ccc(NC(=O)Oc2ccccc2)cc1Cl,0%
N#Cc1ccc(-c2ccc(OCC(=O)NN=Cc3ccncc3)cc2)cc1,1%
O=C(CCCOc1ccc(Cl)cc1)NCCc1ccccc1,7%
COc1cc(C(=O)NCCOc2ccc(C)c(C)c2)cc(OC)c1OC,31%[activator][2.29 µM]
Fc1cccc(CNC2CCN(CCc3ccccc3)CC2)c1,-1%
O=C(Oc1ccccc1Cl)c1ccc2c(=O)n3c(nc2c1)CCC3,-2%
O=C(/C=C/c1ccccc1[N+](=O)[O-])Nc1cccc(S(=O)(=O)NC2=NCCCCC2)c1,-2%
Cc1cccc(/C=C(\C(=O)O)c2ccc(S(=O)(=O)N3CCCC3)s2)c1,28µM*
O=C(CNC(=O)c1ccccc1Cl)c1ccccc1,11%
O=C(CCc1nc2ccccc2c(=O)[nH]1)Nc1ccccc1N1CCCC1,-11%
CSc1cccc(-c2nnc(NC(=O)c3cccc(N4C(=O)CCC4=O)c3)o2)c1,12%
Cc1ccc(C)c(OCCC(=O)OCC(=O)Nc2cc(S(=O)(=O)N3CCOCC3)ccc2C)c1,-3%
COc1cc(CC(=O)N2CCN(C(=O)C3CCCO3)CC2)cc(OC)c1OC (configuration not stated),2%
Cc1ccc(NC(=O)CCC(=O)N2CCC(c3ccccc3)=N2)cc1S(=O)(=O)N1CCCCC1,0%
O=S(=O)(NCc1cccnc1)c1ccc(Cl)cc1,4%[2.29 µM]
CC(C)(C)c1ccc(C2(C)NC(=O)N(CC(=O)NC3CCS(=O)(=O)C3)C2=O)cc1 (configuration not stated),-2%
COc1ccc2[nH]c3c(c2c1)CCN1C(=O)C(CC(=O)NCC24CC5CC(CC(C5)C2)C4)C[C@H](C(=O)N2CCCCC2)[C@@]31C (some centres not stated),-4%
O=S(=O)(NC1CC1)c1ccccc1,3%
CCc1ccccc1NC(=O)CN1CCN(C(=O)CN2C(=O)NC3(CCCCC3C)C2=O)CC1 (configuration not stated),5%
NC(=O)C1CC(=O)N(CCc2ccc(F)cc2)C1 (configuration not stated),7%
CC(=O)Nc1ccc(C(=O)CN2C(=O)CSC2=O)cc1,2%
COC(=O)C1=CO[C@@H](O[C@@H]2O[C@H](CO)[C@@H](O)[C@H](O)[C@H]2O)C2C1C=C[C@@]2(O)CO (some centres not stated),7%
O=C1c2ccccc2[C@@H]2C[C@@H](O)[C@H](Nc3ccccc3Cl)CCN12,5%
CC(Sc1nnc(-c2ccco2)n1C)C(=O)Nc1nccs1 (configuration not stated),3%
CCCCNC(=O)O[C@@H]1C[C@@H]2CCN3C(=O)CCC[C@H]([C@H]1CC)[C@H]23,1%
CCCn1nc(C(=O)Nc2ccc3c(c2)OCCO3)c2ccccc2c1=O,-12%
CCN(C(=O)CSc1nnc(C)n1-c1cccc(C)c1)C1CCS(=O)(=O)C1 (configuration not stated),5%

# In another format: four of the compounds above.
O=S(=O)(NC1CC1)c1ccccc1
  L3MBTL1 block = 3%
O=C1c2ccccc2[C@@H]2C[C@@H](O)[C@H](Nc3ccccc3Cl)CCN12
  L3MBTL1 block = 5%
CC(C)(C)c1ccc(C2(C)NC(=O)N(CC(=O)NC3CCS(=O)(=O)C3)C2=O)cc1 (configuration not stated)
  L3MBTL1 block = -2%
COC(=O)C1=CO[C@@H](O[C@@H]2O[C@H](CO)[C@@H](O)[C@H](O)[C@H]2O)C2C1C=C[C@@]2(O)CO (some centres not stated)
  L3MBTL1 block = 7%

# (listing goes on)
SMILES,L3MBTL1 block
CC1CC(c2ccccc2)NS(=O)(=O)O1 (configuration not stated),-4%
COc1ccc2oc(C(=O)Nc3ccc(N4CCOCC4)cc3)c(C)c2c1,?
Cc1ccc(S(=O)(=O)N2[C@@H](c3ccc(Br)cc3)C(C(=O)O)=CC[C@H]2c2cccc(Cl)c2)cc1,3%
COC(=O)CCCC(=O)NCC1(N(C)Cc2ccccc2)Cc2ccccc2C1,-3%
CCC(C)(C)C1CCC2(CC1)NC(=O)N(CC(=O)NCCOc1ccccc1)C2=O (configuration not stated),38%
CCN(C(=O)COc1ncnc2ccccc12)C1CCCCC1,0%

# This is a subset; the hit share may differ from the screen's.
